GPR151 activ: activators of human GPR151, primary screen, cell-based, PathHunter beta-arrestin, luminescence; G-protein coupled receptor 151 (Homo sapiens), Q8TDV0; PathHunter beta-arrestin GPR151 cells; activation, % at 11.2 µM; 1% of 650,000 active; AID 1508602, 2020; in the data active means activation above about 4.9%;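 further: 0% = median of compound wells and 100% = cells with positive control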
Target sequence (Q8TDV0 whole entry, looked up): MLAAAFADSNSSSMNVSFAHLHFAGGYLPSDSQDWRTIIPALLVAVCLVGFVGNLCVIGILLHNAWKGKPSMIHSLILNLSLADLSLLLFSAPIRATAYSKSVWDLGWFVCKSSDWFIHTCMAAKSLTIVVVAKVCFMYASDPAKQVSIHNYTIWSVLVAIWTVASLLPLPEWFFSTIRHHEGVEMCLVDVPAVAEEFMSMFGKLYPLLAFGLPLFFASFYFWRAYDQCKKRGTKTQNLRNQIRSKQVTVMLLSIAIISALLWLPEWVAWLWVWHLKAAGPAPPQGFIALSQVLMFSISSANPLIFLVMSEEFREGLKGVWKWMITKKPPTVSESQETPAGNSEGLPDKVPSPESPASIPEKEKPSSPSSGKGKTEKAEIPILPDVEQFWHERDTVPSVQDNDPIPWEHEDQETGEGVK
FBW7 activator: FBW7 E3 ligase activators, primary screen, biochemical, AlphaScreen, human | 0.13% of 650,000 active | normalized activity (activation), % at 26.1 µM | AlphaScreen FBW7–phospho-cyclin E peptide binding, activator screen | F-box/WD repeat-containing protein 7 (Homo sapiens), Q969H0; in the data active means normalized activity above about 1.9%;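 further: purified mutant Fbw7 with reduced substrate affinity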
TEAD-YAP inh: TEAD-YAP interaction inhibition, primary screen, TEAD-YAP interaction inhibitor project, luminescence, HEK-TIYL cells; AID 1259422, 2018; 1.4% of 640,000 active; TEAD-Gal4/YAP UAS-luciferase luminescence; inhibition, % at 9.12 µM; in the data active means inhibition above about 32%;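 further: 0% = median of test compound wells and 100% = reference inhibitor wells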
MITF primary: MITF inhibitors, primary screen, biochemical, AlphaScreen, human; Microphthalmia-associated transcription factor (Homo sapiens), O75030; AlphaScreen MITF homodimerization, bead proximity signal; inhibition, % at 2.6 µM; 0.91% of 650,000 active; in the data active means inhibition above about 50%;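 further: 0% = vehicle wells with protein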
Target sequence (O75030 whole entry, looked up): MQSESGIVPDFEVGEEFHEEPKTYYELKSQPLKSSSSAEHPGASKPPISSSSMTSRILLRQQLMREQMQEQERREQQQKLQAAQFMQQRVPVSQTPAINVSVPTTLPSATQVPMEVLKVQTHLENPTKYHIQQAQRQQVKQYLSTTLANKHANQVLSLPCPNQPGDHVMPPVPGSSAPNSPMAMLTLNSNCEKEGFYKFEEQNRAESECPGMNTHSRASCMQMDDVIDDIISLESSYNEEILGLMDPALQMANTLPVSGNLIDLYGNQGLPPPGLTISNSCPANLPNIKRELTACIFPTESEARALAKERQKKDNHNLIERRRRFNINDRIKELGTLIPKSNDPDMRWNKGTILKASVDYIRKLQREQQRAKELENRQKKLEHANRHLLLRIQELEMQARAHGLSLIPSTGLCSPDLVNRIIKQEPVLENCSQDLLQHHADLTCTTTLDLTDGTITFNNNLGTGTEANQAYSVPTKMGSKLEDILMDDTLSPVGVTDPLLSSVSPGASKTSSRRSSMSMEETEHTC
Numbers without * were called inactive.

nr	molecule	GPR151 activ	FBW7 activator
1	Cc1cc(NC(=O)CSc2n[nH]c3nc4ccccc4n23)no1	-1.6	0.2
2	COc1ccccc1CNC(=O)CSc1nc2ccccc2n1S(=O)(=O)c1ccc(Br)cc1	0.2	-0.1
3	NC(=S)Nn1c(CCC(=O)O)ccc1-c1ccccc1	-4.0	0.0
4	Cc1cc(C)nc(NS(=O)(=O)c2ccc(NC(=O)COc3c(C)ccc(C)c3C)cc2)n1	0.1	0.0
5	COc1ccc([N+](=O)[O-])cc1NC(=O)c1ccc(F)cc1	2.7	-0.1
6	O=C(Nc1sc2c(c1C(=O)O)CCC2)c1ccc(Br)cc1	1.0	0.1
7	Cc1ccc(OCc2nnc(NC(=O)C(=O)c3c[nH]c4ccccc34)s2)cc1	0.3	0.1
8	Cc1noc(C)c1COc1ccc2c(C)cc(=O)oc2c1	-0.7	0.3
9	COc1cc(OC)cc(C(=O)N2N=C(C)CC2(O)C(F)F)c1 (centres undefined)	2.6	-0.1
10	Cc1cccc(NC(=S)NNC(=O)c2ccco2)c1	-0.7	0.3
11	CC(=O)N(C)C1(c2nnnn2CCOC(=O)Nc2cccc3ccccc23)CCCC1	-0.4	0.1
12	CN(C)CC(=O)Nc1ccccc1C#N	-1.7	0.2
13	Cc1c(Cl)cccc1NC(=O)CS/C(NC(=O)c1ccccc1)=C(\C#N)C(CC(=O)c1ccccc1)c1ccccc1Cl (centres undefined)	-2.6	0.0
14	O=C(COC(=O)Cn1[nH]c(=O)c2ccccc2c1=O)Nc1ccc(F)c(Cl)c1	0.4	-0.1
15	CCC(C)NC(=O)C1c2cc(OC)c(OC)cc2C(=O)N(C)C1c1ccccc1F (centres undefined)	-0.4	-0.1

nr	TEAD-YAP inh	MITF primary
1	5	16
2	-7	10
3	13	6
4	-5	0
5	-1	57*
6	4	4
7	-5	8
8	-7	26
9	-2	1
10	-21	16
11	-12	-18
12	-7	12
13	11	-9
14	21	8
15	1	1

Compound profiles (already shown). Order of values: GPR151 activ, FBW7 activator, TEAD-YAP inh, MITF primary
Entry for O=C(Nc1sc2c(c1C(=O)O)CCC2)c1ccc(Br)cc1 = 1.0, 0.1, 4, 4
Entry for CN(C)CC(=O)Nc1ccccc1C#N = -1.7, 0.2, -7, 12
Entry for Cc1cc(C)nc(NS(=O)(=O)c2ccc(NC(=O)COc3c(C)ccc(C)c3C)cc2)n1 = 0.1, 0.0, -5, 0

Next section
nr	molecule	GPR151 activ	FBW7 activator
16	O=C1CCC(c2sc(Cl)c(Cl)c2Cl)=NN1	0.8	-0.1
17	C=CCC1NC(C)(C)Cc2c1ccc1ccccc21 (centres undefined)	-0.1	0.1
18	Nc1cccc(-c2cncc(C(=O)NCCCN3CCCC3=O)c2)c1	0.1	0.0
19	Cc1ccc(-n2nc3ccc(NC(=O)COc4ccc(Cl)cc4Cl)cc3n2)cc1C	-0.8	0.2
20	COc1ccc(N=Cc2c(O)n(-c3ccc(C)cc3)c(=S)[nH]c2=O)cc1	0.9	-0.1
21	COC(=O)Nc1sc2c(c1C(=O)OC)CCCC2	-0.9	0.0
22	CCc1ccc(CN(C)Cc2nc(-c3ccc(OC)c(OC)c3OC)no2)cc1	-1.9	-0.1
23	CCOc1ccc(NC(=O)CSc2nc3ccccc3c(=O)n2CC2CCCO2)cc1 (centres undefined)	-1.1	0.4
24	COc1cccc(CC2(CO)CCCN(C3CCN(Cc4ccccc4)CC3)C2)c1 (centres undefined)	1.9	-0.1
25	COc1cc(NC(=O)c2csc(-c3csc4ccccc34)n2)cc(OC)c1OC	-2.4	-0.2
26	COc1c(C)cc(C(=O)C2CCCN(S(=O)(=O)c3cccs3)C2)cc1C (centres undefined)	-0.2	0.1
27	COc1cccc(C2C3=C(Nc4ncnn42)c2ccccc2OC3c2ccccc2)c1 (centres undefined)	1.4	0.1
28	Cc1nc2ccc(Br)cn2c1NC(C)(C)C	-1.3	0.2
29	CC1=C(C(=O)Nc2ccc(F)c(F)c2)C(c2ccccc2F)NC(=O)N1 (centres undefined)	1.1	0.0
30	C=CCNC(=O)c1sc2nc3cc(C)c(C)cc3cc2c1N	0.4	0.0

nr	TEAD-YAP inh	MITF primary
16	-13	-5
17	3	3
18	-4	-1
19	-2	5
20	12	-5
21	6	-8
22	9	-15
23	-7	20
24	-2	-9
25	1	2
26	52*	-4
27	-10	2
28	4	8
29	9	-2
30	-60	3

Further records:
nr	molecule	GPR151 activ	FBW7 activator
31	N#Cc1ccsc1NC(=O)CN1CCCCCC1	0.4	0.0
32	CCOc1ccc(S(=O)(=O)c2c[nH]c3ccc(OCC)cc3c2=O)cc1	-0.2	-0.2
33	N#Cc1nc(COc2ccc(Cl)cc2)oc1N1CCC(C(N)=O)CC1	1.5	1.1
34	Cc1c(C(=O)NCCN(C)C)oc2ccc(S(=O)(=O)N3CCCC3)cc12	0.8	0.0
35	Cc1cccc2cc(CN(Cc3ccccc3)C(=O)c3cnccn3)c3nnnn3c12	-0.6	0.0
36	O=C(/C=C/c1ccc(Br)o1)Nc1ccccc1	1.2	0.0
37	CC1SC(C)C(=O)N(CC(=O)Nc2ccc(F)cc2)C1=O (centres undefined)	1.0	0.4
38	Cc1cc(=O)n2nc(N3CCC(C(=O)Nc4c(C)cccc4C)CC3)sc2n1	-0.6	0.1
39	COCC(=O)Nc1nc2ccc([N+](=O)[O-])cc2s1	-1.8	-0.2
40	COCCN(Cc1cc2cc3c(cc2nc1Cl)OCO3)C(=O)c1ccco1	0.6	-0.1
41	COCCn1c(CCC(=O)NCc2ccc(Cl)cc2)nc2cccnc21	0.0	0.9
42	Cc1c(Cc2cc3c4c(c2C)C2C=CCC2CN4CC2CC=CC32)cc2c3c1C1C=CCC1CN3CC1CC=CC21 (centres undefined)	-1.2	0.0
43	COc1ccc(S(=O)(=O)n2nc(OC(=O)c3ccc(C)cc3)cc2N)cc1	0.7	-0.2
44	CN(Cc1ccccc1)C(=O)c1ccc(N2CC3CC(C2)c2cccc(=O)n2C3)c(NC(=O)c2cccc(C(F)(F)F)c2)c1 (centres undefined)	0.1	0.3
45	CC(=O)Nc1ccc(S(=O)(=O)Nc2ccc(O)c3ccccc23)cc1	-0.9	-0.1

nr	TEAD-YAP inh	MITF primary
31	-3	4
32	-6	1
33	10	14
34	-12	-6
35	0	19
36	-10	-1
37	9	11
38	3	-1
39	-14	-2
40	-3	-1
41	4	18
42	-6	7
43	6	11
44	4	22
45	15	2

New compounds follow:
nr	molecule	GPR151 activ	FBW7 activator
46	Cc1ccc(CCC(=O)Nc2nccs2)o1	-0.8	0.1
47	CCOC(=O)CSc1nc2cc(C(=O)N3CCC(C(N)=O)CC3)ccc2c(=O)n1-c1ccccc1	-1.8	-0.1
48	Cc1oc(-c2ccccc2F)nc1CSCC(=O)N1CCN(c2ccccc2)CC1	0.7	-0.3
49	COc1cccc(CNC(=O)CCC2(Cc3ccc(F)cc3)CCC(=O)N2)c1OC (centres undefined)	-1.1	-0.1
50	CC1(C)NC(=O)N(CC(O)COc2ccccc2C(=O)Nc2ccccc2)C1=O (centres undefined)	0.0	-0.1
51	O=C1c2ccccc2C(=O)N1CCCCN(C(=O)c1cccc([N+](=O)[O-])c1)c1ccc(Cl)cc1	2.0	-0.1
52	COc1ccc(OC)c(N2C(=O)NC(=O)/C(=C/c3cc(OC)c(OC)cc3OC)C2=O)c1	1.6	-0.1
53	CC(=O)c1ccc(NC(=O)c2c(C)nn(-c3ccccc3)c2-n2cccc2)cc1	0.4	0.2
54	O=C(COc1ccc(Cl)cc1)Nc1ncnc2c1CCC2	-2.1	0.5
55	Oc1ccc(/C=N/NC(=S)NC2CCCCC2)c(O)c1	1.0	-1.0
56	CCCn1c(NCCCN(CC)CC)nc2ccccc21	1.2	0.0
57	COC(=O)c1sccc1NC(=O)/C=C/c1ccc(Cl)cc1	-1.6	-0.1
58	CC(C)n1cnc2c(NCCCN3CCCC3=O)nc(-c3ccc(C(=O)N4CCN(C)CC4)cc3)nc21	0.9	0.1
59	COc1ccc(C2=N/C(=C\c3ccccc3Cl)C(=O)O2)c(Br)c1	1.0	0.0
60	Cc1cccc(CS(=O)(=O)Cc2ccc(C(=O)NCCN3CCCCC3C)o2)c1 (centres undefined)	0.4	0.2

nr	TEAD-YAP inh	MITF primary
46	0	3
47	-1	-1
48	28	18
49	-6	-8
50	-2	-2
51	16	7
52	-7	-1
53	-4	4
54	-7	2
55	-29	27
56	-3	7
57	-1	-5
58	6	15
59	12	8
60	-1	8

(more compounds)
nr	molecule	GPR151 activ	FBW7 activator
61	Cc1ccc2oc(-c3cc(NC(=O)C4CCCN4C(=O)OCc4ccccc4)ccc3O)nc2c1 (centres undefined)	0.0	-0.1
62	COc1ccc(-c2noc(-c3nnn(-c4ccccc4C(F)(F)F)c3N)n2)cc1	-1.2	0.0
63	CCOc1cc(C2C(C(=O)OC)=C(C)NC3=C2C(=O)CCC3)ccc1O (centres undefined)	-0.9	0.4
64	O=C(CSc1nc2ccccc2c(=O)n1NC(=O)Cc1ccccc1)NCc1ccccc1	-0.4	0.0
65	O=C(CCC1(Cc2ccccc2)CCC(=O)N1)NCc1cnn(-c2ccccc2)n1 (centres undefined)	1.4	0.1
66	CC(C)Nc1nc2ccccc2c(=O)[nH]1	0.1	-0.2
67	CCOC(=O)c1c(NC(=O)Cn2nnc3ccccc32)sc2c1CCCC2	-1.5	0.2
68	O=S(=O)(c1cc(Cl)ccc1Cl)N1CCc2ccccc21	0.7	-0.1
69	Cc1cc(C)c(S(=O)(=O)Nc2ccc(O)cc2)cc1C	2.5	0.1
70	COc1ccc(C(=O)N2CCC3(CC2)Nc2ccccc2-n2cccc23)cc1	2.3	-0.1
71	CCOc1cccc(C(=O)Nc2cccc(-c3nc4cc(C)cc(C)c4o3)c2C)c1	-0.7	-0.2
72	CCOC(=O)c1c(C)oc2c1c1c(c3ccccc32)OCN(C2CCS(=O)(=O)C2)C1 (centres undefined)	0.3	-0.2
73	Nc1nonc1-c1nc2ccccc2n1Cc1cc2c(cc1Cl)OCO2	0.5	-0.1
74	CCc1ccc(NC(=O)CCC(=O)Nc2ccc(CC)cc2)cc1	2.6	0.4
75	COc1cccc(/C=N/NC(=O)c2ccc(Cl)cc2O)c1OC	-6.2	-0.1

nr	TEAD-YAP inh	MITF primary
61	7	5
62	-18	-3
63	-4	6
64	-3	4
65	-14	11
66	-1	-4
67	1	20
68	1	-1
69	5	9
70	-2	1
71	10	-1
72	-59	-2
73	-2	12
74	13	9
75	-43	7

New compounds follow.
nr	molecule	GPR151 activ	FBW7 activator
76	CC1=C(C(=O)OC2CCCC2)C(c2coc3ccccc3c2=O)C2=C(CCCC2=O)N1 (centres undefined)	-0.8	0.0
77	COC(=O)c1ccc(NC(=S)NC(=O)/C=C/c2ccc(F)cc2)cc1	-1.0	0.4
78	O=C(c1cccc(C(F)(F)F)c1)N1CC[C@@H]2[C@H](CCCN2C(=O)C2CCOCC2)C1	1.4	0.2
79	Cc1ccc(S(=O)(=O)c2nc(SCC(N)=O)sc2Cl)cc1	-1.0	-0.1
80	CCCCN(Cc1ccccc1)S(=O)(=O)c1ccc2c(c1)CC(C)N2C(C)=O (centres undefined)	-0.1	-0.2
81	CCN(c1cccc(C)c1)S(=O)(=O)c1ccc2[nH]cc(C(=O)N(CCOC)CCOC)c(=O)c2c1	2.8	0.0
82	N#CCc1c(C#N)c(N)nc(N2CCN(C=O)CC2)c1C#N	0.3	0.2
83	O=C(NCCCN1CCCC1=O)c1cccc(Nc2ccc3ncccc3c2)n1	-0.6	-0.1
84	Cc1cc(C(=O)NCC(=O)NC2CCOC2=O)ccc1[N+](=O)[O-] (centres undefined)	1.7	-0.1

nr	TEAD-YAP inh	MITF primary
76	16	0
77	7	14
78	12	9
79	7	13
80	-13	-6
81	9	-3
82	4	6
83	9	4
84	13	-3

Source: PubChem BioAssay (The Scripps Research Institute Molecular Screening Center)
